Assay outcomes deposited in PubChem BioAssay by several laboratories.
GalR3 antag: antagonists of human GalR3; O60755; HEK293 GalR3-CNG cAMP membrane potential fluorescence; galR3 body fused to GalR1 C-terminus; inhibition, % at 3 µM; 360,000 compounds, 0.44% hits;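 active = inhibition above the screen-wide average plus 3 SD, cut at about 13% in these data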;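 note: forskolin and galanin both at EC90 stimulate the cells; cAMP rise reported by CNG channel membrane potential dye signal; 0% = forskolin plus galanin with DMSO and 100% = forskolin alone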
MEKK3 PB1 HTS: modulators (inhibitors or enhancers) of MEK5 binding to human MEKK3 PB1 domain; Q99759; bead-based flow cytometry, Alexa488-MEK5 binding to MEKK3; actives lie on both sides; 0 = blocked by unlabeled MEK5, 100 = vehicle; binding response (% of control), % at 10 µM; 290,000 compounds, 1.4% hits; AID 1529;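 active = binding response more than 3 SD above or below the average of its plate-row segment, actives on both sides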;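 note: Alexa488 bead fluorescence after subtracting the streptavidin-only scavenger bead signal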
PHOSPHO1 block: PHOSPHO1 (human) inhibition | Q8TCT1 | recombinant PHOSPHO1, absorbance phosphatase assay | inhibition, % at 13.3 µM | 290,000 compounds, 1.1% hits | AID 1565; in the data active = inhibition above about 60%
Target sequence (Q8TCT1 whole entry, looked up): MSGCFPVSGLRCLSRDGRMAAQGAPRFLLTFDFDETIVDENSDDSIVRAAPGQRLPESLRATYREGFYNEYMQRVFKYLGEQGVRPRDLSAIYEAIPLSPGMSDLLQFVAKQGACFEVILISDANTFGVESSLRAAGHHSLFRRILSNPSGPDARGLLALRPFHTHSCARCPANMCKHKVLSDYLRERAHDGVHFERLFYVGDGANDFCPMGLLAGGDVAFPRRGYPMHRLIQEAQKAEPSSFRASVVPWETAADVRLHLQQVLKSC
MEKK2 WT-MEK5: raises or lowers MEK5 binding to wildtype human MEKK2 PB1 domain | Q9Y2U5 | bead flow cytometry, Alexa488-MEK5 binding to MEKK2 WT; actives lie on both sides | binding response (% of control), % at 10 µM | 290,000 compounds, 1.1% hits; in the data active = binding response below about 67% or above about 130%
NALP1 inh: inhibitors of NALP1 inflammasome in yeast; S. cerevisiae NALP1/ASC/caspase-1 growth, X-gal OD620, 72 h; inhibition, % at 10 µM; 280,000 compounds, 0.61% hits; AID 2071; in the data active = inhibition mostly above about 24%, no sharp cut-off; inactive = mostly below about 32%; note: some compounds called inactive have numbers as strong as hits
MEKK2 mut-MEK5: signal of MEK5 binding to mutant human MEKK2 PB1 domain. bead flow cytometry, Alexa488-MEK5 binding to MEKK2 mutant. percent response, % at 10 µM. 290,000 compounds, 0.35% hits. AID 1530; in the data active = percent response above about 24%, passing the limit was not always enough; note: inactives centre near 1; some results filed as inactive read as strong as hits; reference of the scale not given here
GPR7 antagonist: blocks human GPR7 receptor signaling. 290,000 compounds, 1.1% hits. inhibition, % at 4.4 µM. AID 1861. GPR7-expressing cells, fluorescence antagonist assay; in the data active = inhibition above about 16%, passing the limit was not always enough;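 note: cells stimulated with the agonist NPW; 0% = agonist with vehicle and 100% = vehicle without agonist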
Target sequence (P48145 whole entry, looked up): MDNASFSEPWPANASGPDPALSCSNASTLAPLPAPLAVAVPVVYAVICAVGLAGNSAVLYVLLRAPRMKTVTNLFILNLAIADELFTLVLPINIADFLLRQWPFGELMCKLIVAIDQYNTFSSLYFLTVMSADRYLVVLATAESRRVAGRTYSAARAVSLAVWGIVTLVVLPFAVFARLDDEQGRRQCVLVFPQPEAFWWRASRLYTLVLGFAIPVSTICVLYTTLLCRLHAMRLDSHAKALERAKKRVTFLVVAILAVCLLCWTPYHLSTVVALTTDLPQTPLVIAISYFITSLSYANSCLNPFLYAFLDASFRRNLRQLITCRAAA
OXTR agonist: human OXTR agonism; activation, % at 3 µM; CHO-OTR cells, Fluo-8 calcium fluorescence; normalized: DMSO 0%, oxytocin 100%; P30559; 320,000 compounds, 0.32% hits; AID 2435;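 active = activation above the mean of all tested compounds plus 3 SD, cutoff set per screening run, cut at about 20% in these data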;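 note: peak over basal fluorescence ratio from a 100 s FLIPR kinetic read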
V1R ag counter: V1a receptor agonism, counter-screen for OXTR agonists; AID 2797; activation, % at 3 µM; 320,000 compounds, 0.25% hits; P37288; CHO-V1R cells, Fluo-8 calcium fluorescence, agonist mode; 0% DMSO, 100% 3 nM vasopressin;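 active = activation above the mean activation of all tested compounds plus 3 SD, per screening run, cut at about 20% in these data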;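 note: signal is peak over basal fluorescence ratio across a 100 second FLIPR read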
Target sequence (P37288 whole entry, looked up): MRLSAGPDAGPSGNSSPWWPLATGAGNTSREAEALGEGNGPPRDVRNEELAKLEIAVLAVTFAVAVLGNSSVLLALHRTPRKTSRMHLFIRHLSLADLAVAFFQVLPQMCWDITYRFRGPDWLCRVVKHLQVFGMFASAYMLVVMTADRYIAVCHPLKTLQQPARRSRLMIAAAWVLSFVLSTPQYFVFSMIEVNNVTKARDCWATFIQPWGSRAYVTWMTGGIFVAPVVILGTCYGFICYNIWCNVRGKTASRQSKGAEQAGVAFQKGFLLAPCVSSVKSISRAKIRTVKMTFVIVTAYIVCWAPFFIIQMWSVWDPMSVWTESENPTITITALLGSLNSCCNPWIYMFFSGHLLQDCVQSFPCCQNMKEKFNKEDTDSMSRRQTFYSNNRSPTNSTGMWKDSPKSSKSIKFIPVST
Numbers without * were called inactive; x = no result given.

Below each SMILES: GalR3 antag, MEKK3 PB1 HTS, PHOSPHO1 block, MEKK2 WT-MEK5, NALP1 inh, MEKK2 mut-MEK5, GPR7 antagonist, OXTR agonist, V1R ag counter
1) Cc1nonc1CN(C)C(=O)CC1C(=O)NCCN1Cc1ccc(F)c(F)c1 (configuration not stated)
  -3, 102, 20, 99, 7, -8, -3, 0.1, 1.7
2) Cc1cc(C)cc(C(=O)N[C@@H](C)C(=O)N2CCC3(CC2)NCCc2[nH]cnc23)c1
  -7, 101, 41, 103, 27, -1, -15, -0.3, 0.7
3) O=C(c1ccc(-c2cccc(Cl)c2Cl)o1)N1CCOCC1
  3, 90, -18, 91, 1, -3, 2, -1.3, -1.1
4) COc1ccc2c(c1)CCCC21NC(=O)N(CC(=O)NC(=O)NCc2ccccc2)C1=O (configuration not stated)
  -2, 100, 42, 104, -8, 8, -13, -0.8, -0.4
5) CCOC(=O)C(C)Oc1cccc2c(=O)n(CC(=O)N3CCN(C(=O)OCC)CC3)ccc12 (configuration not stated)
  x, 101, -19, 110, -20, 11, -12, -1.1, -1.2
6) CC(=O)/C=C1/SC(CC(=O)O)C(=O)N1c1ccccc1 (configuration not stated)
  -4, 98, -10, 103, 21, 1, -6, -0.2, 0.3
7) COCCN(CCOC)S(=O)(=O)c1ccc(C(=O)Nc2ccc([N+](=O)[O-])cc2OC)cc1
  -1, x, 32, x, -18, x, 2, 1.1, 1.2
8) Cc1cc(CN2CCN(CCC#N)CC2)c(O)c(C2(C)CCCCC2)c1
  -5, 107, 2, 106, 11, 3, -15, 0.2, -0.4
9) CC1CCN(C(=O)CSc2nc3cccnc3n2C)CC1
  -1, 99, 38, 103, 5, 0, -1, -0.9, 1.2
10) CCOc1cc(/C=C(\C#N)C(=O)NCC2CCCO2)ccc1OCC(N)=O (configuration not stated)
  4, 100, 17, 94, 0, -9, 1, 0.0, -0.2

Limited to GPR7 antagonist, OXTR agonist and MEKK2 WT-MEK5, for some of the entries so far:
item	compound	GPR7 antagonist	OXTR agonist	MEKK2 WT-MEK5
5	CCOC(=O)C(C)Oc1cccc2c(=O)n(CC(=O)N3CCN(C(=O)OCC)CC3)ccc12 (configuration not stated)	-12	-1.1	110
6	CC(=O)/C=C1/SC(CC(=O)O)C(=O)N1c1ccccc1 (configuration not stated)	-6	-0.2	103
1	Cc1nonc1CN(C)C(=O)CC1C(=O)NCCN1Cc1ccc(F)c(F)c1 (configuration not stated)	-3	0.1	99

New compounds follow:
Below each SMILES: GalR3 antag, MEKK3 PB1 HTS, PHOSPHO1 block, MEKK2 WT-MEK5, NALP1 inh, MEKK2 mut-MEK5, GPR7 antagonist, OXTR agonist, V1R ag counter
11) CCn1c2ccccc2c2nnc(SCC(=O)OCN3C(=O)c4ccccc4C3=O)nc21
  1, 105, 0, 107, 20, 9, -9, 0.2, 0.4
12) O=C(COC(=O)c1ccc[nH]c1=O)Nc1ccc2c(c1)OC(F)(F)O2
  7, 95, 16, 100, 13, -2, 10, -0.6, -0.4
13) COc1ccc(OC)c(-c2cc(C(=O)NCc3cccs3)no2)c1
  -5, 103, 11, 106, -97, 6, -21, -0.5, -0.3
14) O=C(Nc1ccccc1)c1ccc(N2CCN(c3ccccn3)CC2)c(S(=O)(=O)N2CCOCC2)c1
  -2, 102, 22, 96, 8, -1, 19, -1.1, 0.5
15) COc1cc2c(cc1OC)C(C(=O)N1CCOCC1)C(c1cccs1)N(C)C2=O (configuration not stated)
  -4, 105, 22, 100, 5, 0, -6, 0.7, -0.2
16) Cc1noc(C)c1S(=O)(=O)Nc1ccc(C(=O)N2CCN(c3ccc(F)cc3)CC2)cc1
  -7, 100, 18, 92, -10, 1, -4, 6.5, 7.0
17) Cc1ccc(S(=O)(=O)N2CCN(C(=O)c3cccs3)CC2)cc1
  -4, 96, 42, 96, -4, -9, 4, 1.6, 0.5
18) O=C(CSc1nc(-c2ccco2)cc(C(F)(F)F)n1)Nc1cccnc1
  -2, 87, -2, 87, 6, -10, -6, 1.6, 1.2
19) CCN(CC)C(=O)NC1CC(=O)N(c2ccc(OC)cc2)C1 (configuration not stated)
  -2, 82, -32, 97, 29, -1, -9, -0.9, 0.1
20) Cc1c(C)c2ccc(OC(C)C(=O)NC3CCN(Cc4ccccc4)CC3)cc2oc1=O (configuration not stated)
  -7, 100, 53, 117, 32, 4, 1, 0.0, 0.1
21) COc1cc(C(=O)OCC(=O)Nc2ccc(C(C)=O)cc2)ccc1OCC(=O)N1CCOCC1
  -4, 101, -13, 103, 22, -1, -3, 0.7, -0.4
22) COc1ccc(/C=N/n2c(SC)nnc(C(C)(C)C)c2=O)cc1
  -4, 93, 0, 93, 5, -8, -3, -2.5, 1.1
23) O=C(/C=C\c1cccs1)c1c(O)ccc2ccc(=O)oc12
  0, 91, 1, 92, 33, -4, 4, -0.8, -1.2
24) CNS(=O)(=O)c1cc(S(=O)(=O)NC)c2cccc3c2c1NC3=O
  -2, 102, 19, 99, 32, 8, -8, -0.3, 1.1
25) Cc1ccc(COc2cccc3c2CCN(Cc2ccc(F)cc2)C3=O)cc1
  -6, 102, -17, 117, 34, 20, -7, 4.5, 4.9
26) COc1ccc(NC(=O)C2CCCN(S(=O)(=O)c3ccc4c(c3)oc(=O)n4C)C2)cc1OC (configuration not stated)
  4, 102, 1, 107, -12, -3, 3, 0.1, 0.6
27) COc1ccc(OC)c(S(=O)(=O)NC2CCSc3ccccc32)c1 (configuration not stated)
  -6, 98, 23, 98, -24, -5, -8, 1.3, 0.9
28) O=C(Nc1ccc(NC(=O)C2CC2)cn1)c1ccccc1
  -10, 102, -13, 104, 7, 1, -3, 0.9, 0.5
29) Cc1ccc(C(=O)O)cc1S(=O)(=O)N1CCSCC1
  -4, 120, 16, 124, 7, 7, -10, 0.5, 10
30) Cc1ccc(N(CC(=O)N2CCCC2)S(C)(=O)=O)cc1C
  -10, 99, -17, 99, 17, 5, -7, 1.5, 0.1
31) Cc1cccc(N2C(=O)CC(NNc3nc4ccccc4s3)C2=O)c1 (configuration not stated)
  -5, 96, 2, 96, 30, -1, -3, 3.8, 1.5
32) Cc1cc(C(=O)OCC(=O)N2CCN(c3ccccc3)CC2)c2ccccc2n1
  0, 98, 43, 100, -3, -2, -5, 0.8, 0.8
33) NS(=O)(=O)c1ccc(NC(=O)Nc2ccccc2)cc1
  -6, 86, 12, 90, x, -24, 7, 0.8, 0.1
34) Cc1cccc(NC(=O)c2ccccc2OCC(=O)c2ccccc2)c1
  -4, 102, -27, 103, x, -2, -3, -0.4, -0.3
35) CC(C)CCNC(=O)NC(=O)CSc1nnc(COc2ccccc2Cl)o1
  -1, 101, -10, 95, 2, 1, -5, 2.2, 5.8
36) CCCCNc1nc2c(-c3ccccc3)nnn2c2ccccc12
  -3, 92, 2, 93, 1, -7, -4, 0.2, 0.6
37) CCN(CC)CCN(C(=O)CCS(=O)(=O)c1ccccc1)c1nc2cc3c(cc2s1)OCO3
  -4, 107, 53, 114, 16, 10, -12, -1.5, -0.2
38) O=c1cc(N2CCN(Cc3ccccc3)CC2)[nH]c(=O)n1-c1ccc(Br)cc1
  -1, 105, -22, 108, 16, 10, 3, 0.7, 0.2
39) Cc1ccc(S(=O)(=O)NCCC(=O)NCc2ccco2)cc1
  -1, 100, 5, 100, 18, 0, -7, -0.2, -0.5
40) COc1ccc(C2(CNC(=O)c3ccc(Br)o3)CCOCC2)cc1
  9, 105, -18, 99, 9, 2, -5, 0.0, 0.4
41) Cc1ccc(NC(=O)C(C)c2cccc(C(=O)c3ccccc3)c2)cc1O (configuration not stated)
  -3, 107, 6, 106, 14, 2, -8, 6.1, 6.8
42) COc1ccc(F)cc1S(=O)(=O)NCCN1CCOCC1
  -11, 113, x, 115, x, 16, 0, 0.1, 0.2
43) C=C1C(C(=O)Nc2cccc(OC)c2)C1C(=O)Nc1cccc(OC)c1 (configuration not stated)
  -4, 102, 20, 93, 0, -2, 2, -0.9, -0.4
44) Cc1ccccc1NS(=O)(=O)c1ccc2c(c1)NC(=O)CCS2
  -2, 104, 7, 110, 16, 8, -11, 6.3, 6.5
45) Cc1ccccc1Cn1cc(NC(=O)c2noc(C(C)C)c2[N+](=O)[O-])cn1
  0, 97, 26, 101, 26, 1, -2, 0.7, 2.7
46) Cc1ccsc1/C=C/c1n[nH]c(=O)c(C#N)c1C
  -6, 96, 36, 86, 17, -6, 1, 0.3, -0.1
47) COc1ccc(NC(=S)NCc2cccnc2)cc1OC
  -3, 97, -10, 97, 9, -1, -8, 0.2, 0.4
48) O=C(NCC(=O)N(c1ccccc1)C(C(=O)NCC1CCCO1)c1ccccc1)c1ccco1 (configuration not stated)
  -3, 125*, 4, 117, -13, 4, -5, 0.6, 0.4
49) O=C(CSc1nc(-c2ccco2)cc(C(F)(F)F)n1)NN1CCOCC1
  -4, 102, 41, 102, -1, 1, -1, -0.5, -0.4
50) N=c1c(C(=O)NCC2CCCO2)cc2c(=O)n3ccccc3nc2n1Cc1ccccc1 (configuration not stated)
  1, 102, 40, 103, 0, 1, -14, -1.2, 0.2
51) Cc1ccc(-c2nc(CN(C)C(C3CC3)C3CC3)c(C)o2)cc1
  -5, 98, 5, 97, 7, -1, -12, -1.7, -0.9
52) Cc1ccccc1OCC(=O)N/N=C/c1ccc2c(c1)OCCO2
  -8, 127, -7, 104, 37, 0, -6, -1.1, 2.3
53) COc1ccc(OCC(=O)NCC(c2ccc(OC)cc2)N2CCCCC2)cc1 (configuration not stated)
  -3, 101, 38, 100, 10, 2, 3, 0.2, 0.3
54) COc1ccc(NC(=O)C2CCN(c3ncnc4c3nc3n4CCCCC3)CC2)cc1Cl
  -1, 100, 24, 105, 34, 4, 7, -1.0, 0.3
55) CCn1c(-c2ccco2)nc2ccccc21
  -4, 105, 13, 111, 27, 13, -12, -1.3, -0.8
56) Cc1cccc(NC(=O)Cn2c(=O)n(CCC(=O)NC3CCCC3)c(=O)c3ccccc32)c1
  -2, 117, -1, 116, 0, 5, 1, -0.8, -0.4
57) c1ccc(-c2cc3c(-n4cccc4)ncnc3o2)cc1
  -5, x, 11, x, -28, x, -9, -2.3, -0.9
58) COc1ccccc1-c1nc(-c2ccncc2)no1
  -2, 107, 35, 104, 11, 7, -8, -1.8, -0.9
59) Cc1ccccc1NC(=O)c1cc(S(=O)(=O)Nc2cccc(C(=O)O)c2)ccc1Cl
  -6, 106, 26, 103, 9, 13, -1, 0.5, 0.5
60) Cc1ccc(OCC(=O)N/N=C\c2c(C)n(C)c3ccccc23)c([N+](=O)[O-])c1
  x, 100, 46, 90, 6, -1, -6, -1.3, 1.3
